Dyrk1A ADPGlo: rat Dyrk1A kinase inhibitors, primary screen, biochemical, single point, plate reader | Dual specificity tyrosine-phosphorylation-regulated kinase 1A (Rattus norvegicus), Q63470 | ADP-Glo luminescence, NFATc1 peptide | inhibition, % at 12.5 µM | 310,000 compounds, 0.43% hits; in the data active means inhibition above about 50%;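 further: plate controls were vehicle with enzyme for no effect and no enzyme for full effect; many of its hits are not listed in these tables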
HDAC3 inhib: HDAC3 deacetylase inhibitors, primary screen, biochemical, fluorescence, cell-free homogeneous | Histone deacetylase 3 (Homo sapiens), O15379 | recombinant HDAC3, fluorogenic peptide/trypsin coupled | inhibition, % at 8.3 µM | 320,000 compounds, 0.15% hits; in the data active means inhibition above about 26%, passing the limit was not always enough
TMEM16A act: TMEM16A chloride channel activators or potentiators, primary screen, cell-based, HTS | Anoctamin-1 (Mus musculus), Q8BHY3 | HEK293 TMEM16A/YFP-H148Q/I152L, iodide quench fluorescence; hits give low values | B-score at 10 µM | 340,000 compounds, 0.3% hits;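 active means fluorescence-ratio B-score plate-corrected deviation score at least 3 library SD below zero, with starting fluorescence score within 5 deviations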;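 further: channel opened by trigger with iodide after compound preincubation; score built on the fluorescence ratio of max minus min over baseline; more negative score means more quench and so TMEM16A activation or potentiation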
hERG rescue: hERG rescue from dofetilide block, primary screen, cell-based, CHO-hERG, FluxOR thallium flux, dofetilide IC70; Voltage-gated inwardly rectifying potassium channel KCNH2 (Homo sapiens), Q12809; dofetilide IC70 present; activation (rescue from dofetilide block), less the hit threshold, % at 10 µM; 310,000 compounds, 0.51% hits; AID 1511, 2009;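 active means activation above the mean of controls blocked by dofetilide plus 5 SD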;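 further: thallium influx through hERG after potassium depolarization seen as dye fluorescence rise; in these data hits start at about 4.7%; inactives centre near -7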
KCNK3 block: human KCNK3 channel inhibitors, primary screen, CHO cells, FluxOR thallium flux, B-score; 340,000 compounds, 0.84% hits; FluxOR fluorescence; hits give low values; B-score at 10 µM; Potassium channel subfamily K member 3 (Homo sapiens), O14649;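 active means B-score under library mean minus 4 SD, starting fluorescence ratio at most library mean plus 5 SD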;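 further: more negative B-score means stronger inhibition of thallium flux through KCNK3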
Target sequence (O14649 whole entry, looked up): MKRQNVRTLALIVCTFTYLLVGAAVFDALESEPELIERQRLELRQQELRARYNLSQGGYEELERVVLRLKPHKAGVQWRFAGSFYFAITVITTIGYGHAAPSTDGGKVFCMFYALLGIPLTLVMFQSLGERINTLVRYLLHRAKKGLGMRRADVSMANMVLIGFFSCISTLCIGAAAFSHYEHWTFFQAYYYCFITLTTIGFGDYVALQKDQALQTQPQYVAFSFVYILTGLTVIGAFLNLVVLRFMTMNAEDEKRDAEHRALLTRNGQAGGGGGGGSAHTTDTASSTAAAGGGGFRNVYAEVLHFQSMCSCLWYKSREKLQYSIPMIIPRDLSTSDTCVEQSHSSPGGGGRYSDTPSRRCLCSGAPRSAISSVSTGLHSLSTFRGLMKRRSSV
TRPC4 act: activators of mouse TRPC4 channel, primary screen, Fluo4 calcium, HEK293 TRPC4beta/mu-opioid cells; Short transient receptor potential channel 4 (Mus musculus), Q9QUQ5; Fluo4 calcium fluorescence; hits give high values; B-score at 10 µM; 310,000 compounds, 0.49% hits;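 active means B-score above 5 SD of library B-scores, and initial fluorescence ratio not above library mean plus 5 SD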;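 further: positive B-score marks a calcium rise read as TRPC4 activation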
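Incubation: 45 min room-temperature Fluo4 loading, 110 s read / System: HEK293 cells stably co-expressing mouse TRPC4beta and mu-opioid receptor / Signal: Fluo4 fluorescence, kinetic / Control set: buffer (low) and maximal DAMGO (high) / Measure: integrated baseline-normalised fluorescence ratio, converted to per-well B score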
ANO1 block: TMEM16A chloride channel inhibitors, primary screen, cell-based, HTS | Anoctamin-1 (Mus musculus), Q8BHY3 | HEK293 TMEM16A/YFP iodide influx fluorescence, ionomycin | normalized B-score (activity score, 25-100; higher = stronger inhibition) at 10 µM | 310,000 compounds, 1.2% hits | AID 588511, 2011;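 active means ratio plate-corrected score three or more library SD toward inhibition, starting fluorescence score within five deviations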;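 further: score derived from kinetic fluorescence span divided by baseline fluorescence per well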
KCNK9 block: KCNK9 potassium channel inhibitors, primary screen, HEK293 cells, thallium flux | B-score at 10 µM | Potassium channel subfamily K member 9 (Homo sapiens), Q9NPC2 | 310,000 compounds, 1.2% hits | AID 488922, 2010 | FluxOR thallium flux fluorescence; hits give low values;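 active means ratio B-score over 3 SD below the library mean, with starting fluorescence within 5 SD of its mean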;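 further: negative B-score means less thallium flux so channel inhibition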
Target sequence (Q9NPC2 whole entry, looked up): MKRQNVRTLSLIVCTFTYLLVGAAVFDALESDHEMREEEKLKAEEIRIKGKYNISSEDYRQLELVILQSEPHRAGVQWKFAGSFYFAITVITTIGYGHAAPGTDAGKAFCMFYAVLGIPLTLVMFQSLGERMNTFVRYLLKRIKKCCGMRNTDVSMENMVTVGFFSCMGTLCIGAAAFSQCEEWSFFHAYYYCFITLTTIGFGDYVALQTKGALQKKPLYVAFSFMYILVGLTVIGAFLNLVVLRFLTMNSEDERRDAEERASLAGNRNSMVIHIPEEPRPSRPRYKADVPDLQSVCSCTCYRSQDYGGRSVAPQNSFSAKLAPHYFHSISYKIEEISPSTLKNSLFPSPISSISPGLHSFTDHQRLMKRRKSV
KCNQ1 act: potentiators or activators of KCNQ1 channel, primary screen, cell-based, thallium flux, high-throughput; Potassium voltage-gated channel subfamily KQT member 1 (Homo sapiens), P51787; CHO-K1 KCNQ1, thallium flux FluxOR fluorescence; hits give high values; B-score at 10 µM; 310,000 compounds, 0.35% hits; AID 2648, 2010;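 active means fluorescence ratio B-score, a plate-corrected score, at least three library SD, with initial intensity B-score within 5 SD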
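Assay system: CHO-K1 cells stably expressing KCNQ1; Medium: assay buffer with matched DMSO; Also added: K+/Tl+ depolarizing stimulus; Dosing: single dose; Timing: dye 90 min, compound 20 min, room temperature; Measured by: kinetic FluxOR thallium fluorescence, 10-s 1-Hz baseline, 110-s post-stimulus read; Read-out: peak-minus-minimum fluorescence over initial fluorescence, negative-control normalized, B-scored.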
TRPC4 PAM: positive allosteric modulators of TRPC4, primary screen, cell-based, mouse TRPC4beta, HEK293 mu-opioid, Fluo-4 calcium. DAMGO EC20, Fluo-4 Ca2+ flux; hits give high values. 310,000 compounds, 0.42% hits. B-score at 10 µM. AID 2227, 2009;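 active means B-score of calcium response area above 5 SD of library B-scores, with initial fluorescence ratio within 5 SD of library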;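 further: B-score of integrated fluorescence ratio over time as area under calcium response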
KCNQ1 inh: inhibitors of human KCNQ1 channel, primary screen, cell-based, thallium flux, high-throughput; Potassium voltage-gated channel subfamily KQT member 1 (Homo sapiens), P51787; CHO-K1 KCNQ1, FluxOR thallium flux fluorescence; hits give high values; B-score at 10 µM; 310,000 compounds, 1.3% hits;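 active means compounds whose thallium flux B-score, printed positive for inhibition, exceeds three library SD while starting fluorescence stays within three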;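 further: channel opened by potassium depolarization with thallium stimulus after 20 min compound exposure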
Starred values were filed as active, the others as inactive.

`COc1ccc(OC)c(-c2c[n+](=O)c3c(n2[O-])CCCC3)c1` gave Dyrk1A ADPGlo 2.6, HDAC3 inhib 14.7, TMEM16A act inactive, hERG rescue -12.3, KCNK3 block inactive, TRPC4 act inactive, ANO1 block inactive, KCNK9 block inactive, KCNQ1 act inactive, TRPC4 PAM inactive and KCNQ1 inh inactive.
For Cc1ccc(C)c(/C=N/NC(=S)NC(C)C)c1 the results were Dyrk1A ADPGlo -0.6, HDAC3 inhib 8.4, TMEM16A act inactive, hERG rescue -6.5, KCNK3 block inactive, TRPC4 act inactive, ANO1 block inactive, KCNK9 block inactive, KCNQ1 act inactive, TRPC4 PAM inactive and KCNQ1 inh inactive.
For COc1cccc(-n2nnc3c(=O)n(Cc4ccc(F)cc4)cnc32)c1 the results were Dyrk1A ADPGlo -0.2, HDAC3 inhib 5.8, TMEM16A act inactive, hERG rescue -8.0, KCNK3 block inactive, TRPC4 act inactive, ANO1 block inactive, KCNK9 block inactive, KCNQ1 act inactive, TRPC4 PAM inactive and KCNQ1 inh inactive.
For CCCn1cnc2cc(NCc3cccc(OC)c3)ccc21 the results were Dyrk1A ADPGlo 1.1, HDAC3 inhib -4.5, TMEM16A act inactive, hERG rescue -3.1, KCNK3 block inactive, TRPC4 act inactive, ANO1 block inactive, KCNK9 block inactive, KCNQ1 act inactive, TRPC4 PAM inactive and KCNQ1 inh inactive.
For O=C(CN(C(=O)c1csnn1)c1ccc(F)c(Cl)c1)NCc1ccc2c(c1)OCO2 the results were Dyrk1A ADPGlo -6.6, HDAC3 inhib 1.9, TMEM16A act inactive, hERG rescue -6.8, KCNK3 block inactive, TRPC4 act inactive, ANO1 block inactive, KCNK9 block inactive, KCNQ1 act inactive, TRPC4 PAM inactive and KCNQ1 inh inactive.
Screening COCC(C)n1c(C)cc(C(=O)COc2ccc(S(=O)(=O)N3CCOCC3)cc2Cl)c1C (stereo not given) returned Dyrk1A ADPGlo 2.6, HDAC3 inhib -5.9, TMEM16A act inactive, KCNK3 block inactive and ANO1 block inactive.
Cc1ccccc1NC(=O)Cn1nc(C(F)(F)F)cc1C1CC1 was read as Dyrk1A ADPGlo 1.7, HDAC3 inhib 5.8, TMEM16A act inactive, hERG rescue -6.0, KCNK3 block inactive, TRPC4 act inactive, ANO1 block inactive, KCNK9 block inactive, KCNQ1 act inactive, TRPC4 PAM inactive and KCNQ1 inh inactive.
`O=C(COC(=O)c1ccc(Cl)nc1)Nc1nnc(-c2ccccc2)o1` gave Dyrk1A ADPGlo -3.9, HDAC3 inhib 3.8, TMEM16A act inactive, hERG rescue -9.6, KCNK3 block inactive, TRPC4 act inactive, ANO1 block inactive, KCNK9 block inactive, KCNQ1 act inactive, TRPC4 PAM inactive and KCNQ1 inh inactive.
Cc1nn(Cc2ccccc2Cl)c(C)c1NC(=O)CCCn1nc(C)c([N+](=O)[O-])c1C was read as HDAC3 inhib -4.7, TMEM16A act inactive, hERG rescue -10.5, KCNK3 block inactive, TRPC4 act inactive, ANO1 block inactive, KCNK9 block inactive, KCNQ1 act inactive, TRPC4 PAM inactive and KCNQ1 inh inactive.
For COc1ccc(CN2CCNC(=O)C2CC(=O)NCC2CCOCC2)c(F)c1 (stereo not given) the results were Dyrk1A ADPGlo 0.1, HDAC3 inhib -3.0, TMEM16A act inactive, hERG rescue -6.0, KCNK3 block inactive, TRPC4 act inactive, ANO1 block inactive, KCNK9 block inactive, KCNQ1 act inactive, TRPC4 PAM inactive and KCNQ1 inh inactive.
For CC1(C(=O)Nc2nc3ccccc3s2)CC1(Br)Br (stereo not given) the results were Dyrk1A ADPGlo 26.7, HDAC3 inhib 2.6, TMEM16A act inactive, hERG rescue -3.4, KCNK3 block inactive, TRPC4 act inactive, ANO1 block inactive, KCNK9 block inactive, KCNQ1 act inactive, TRPC4 PAM inactive and KCNQ1 inh inactive.
Screening Cc1cc2c(=O)oc(-c3ccc(Br)cc3)nc2s1 returned HDAC3 inhib -5.9, TMEM16A act inactive, hERG rescue -3.3, KCNK3 block inactive, TRPC4 act inactive, ANO1 block inactive, KCNK9 block inactive, KCNQ1 act inactive, TRPC4 PAM inactive and KCNQ1 inh inactive.
Cc1c(O)cc2c(c1O)C(=O)CC(c1ccc(O)cc1)O2 (stereo not given) was read as Dyrk1A ADPGlo 14.1, HDAC3 inhib 2.6, TMEM16A act inactive, hERG rescue -6.7, KCNK3 block inactive, TRPC4 act inactive, ANO1 block inactive, KCNK9 block inactive, KCNQ1 act inactive, TRPC4 PAM inactive and KCNQ1 inh inactive.
Screening CCCn1c(SCC(=O)NCc2ccc(C)cc2)n[nH]c1=O returned Dyrk1A ADPGlo -1.6, HDAC3 inhib -2.7, TMEM16A act inactive, hERG rescue -6.8, KCNK3 block inactive, TRPC4 act inactive, ANO1 block inactive, KCNK9 block inactive, KCNQ1 act inactive, TRPC4 PAM inactive and KCNQ1 inh inactive.
CC(C)(C)OC(=O)CC[C@@H](C(=O)N1CCN(C(=O)OC(C)(C)C)CC1)n1cc(C(Cc2ccc(O)cc2)NC(=O)OC(C)(C)C)nn1 (stereo not given in full) was read as Dyrk1A ADPGlo -8.6, HDAC3 inhib -3.4, TMEM16A act inactive, hERG rescue -14.6, KCNK3 block inactive, TRPC4 act inactive, ANO1 block inactive, KCNK9 block inactive, KCNQ1 act inactive, TRPC4 PAM inactive and KCNQ1 inh inactive.

Two consecutive compounds from above, for reference:
`COc1ccc(OC)c(-c2c[n+](=O)c3c(n2[O-])CCCC3)c1` gave Dyrk1A ADPGlo 2.6, HDAC3 inhib 14.7, TMEM16A act inactive, hERG rescue -12.3, KCNK3 block inactive, TRPC4 act inactive, ANO1 block inactive, KCNK9 block inactive, KCNQ1 act inactive, TRPC4 PAM inactive and KCNQ1 inh inactive.
For Cc1ccc(C)c(/C=N/NC(=S)NC(C)C)c1 the results were Dyrk1A ADPGlo -0.6, HDAC3 inhib 8.4, TMEM16A act inactive, hERG rescue -6.5, KCNK3 block inactive, TRPC4 act inactive, ANO1 block inactive, KCNK9 block inactive, KCNQ1 act inactive, TRPC4 PAM inactive and KCNQ1 inh inactive.

Carrying on.
For COc1cc(-c2cc(C(=O)Nc3ccc(S(N)(=O)=O)cc3)c3ccccc3n2)cc(OC)c1OC the results were Dyrk1A ADPGlo -0.1, HDAC3 inhib -4.8, TMEM16A act inactive, hERG rescue -24.0, KCNK3 block inactive, TRPC4 act inactive, ANO1 block inactive, KCNK9 block inactive, KCNQ1 act inactive, TRPC4 PAM inactive and KCNQ1 inh inactive.
For C=CCNC(=S)N1CCN(c2ncc3c(=O)c(C(=O)O)cn(CC)c3n2)CC1 the results were Dyrk1A ADPGlo -5.8, HDAC3 inhib 4.1, TMEM16A act inactive, hERG rescue -14.9, KCNK3 block inactive, TRPC4 act inactive, ANO1 block inactive, KCNK9 block inactive, KCNQ1 act inactive, TRPC4 PAM inactive and KCNQ1 inh inactive.
COc1ccc(-n2ccnc(SCC(=O)NC3CCCC3)c2=O)cc1OC was read as Dyrk1A ADPGlo 10.6, TMEM16A act inactive, hERG rescue -1.8, KCNK3 block inactive, TRPC4 act inactive, ANO1 block inactive, KCNK9 block inactive, KCNQ1 act inactive, TRPC4 PAM inactive and KCNQ1 inh inactive.
C#CCOCCOCCOCCNc1nc(N2CCN(C(=O)C(Cc3cc4ccccc4[nH]3)n3cc(C(N)Cc4ccc(O)cc4)nn3)CC2)nc(N2CCN(C(=O)C(Cc3cc4ccccc4[nH]3)n3cc(C(N)Cc4ccc(O)cc4)nn3)CC2)n1 (stereo not given) was read as hERG rescue -7.2, TRPC4 act inactive, KCNK9 block inactive, KCNQ1 act inactive, TRPC4 PAM inactive and KCNQ1 inh inactive.
For CCOc1ccc(NC(=O)COn2nnc3ccc(S(=O)(=O)N4CCOCC4)cc32)cc1 the results were Dyrk1A ADPGlo -0.9, HDAC3 inhib 2.8, TMEM16A act inactive, hERG rescue -4.4, KCNK3 block inactive, TRPC4 act inactive, ANO1 block inactive, KCNK9 block inactive, KCNQ1 act inactive, TRPC4 PAM inactive and KCNQ1 inh inactive.
`FC(F)(F)c1cccc(Cc2noc(CN3CCCC(OCc4ccccn4)C3)n2)c1` (stereo not given) gave Dyrk1A ADPGlo 6.5, HDAC3 inhib 2.8, TMEM16A act inactive, hERG rescue -12.3, KCNK3 block inactive, TRPC4 act inactive, ANO1 block inactive, KCNK9 block inactive, KCNQ1 act inactive, TRPC4 PAM inactive and KCNQ1 inh inactive.
`CCCn1c(=O)[nH]c2ccccc21` gave Dyrk1A ADPGlo 4.9, HDAC3 inhib 1.1, TMEM16A act inactive, hERG rescue -7.0, KCNK3 block inactive, TRPC4 act inactive, ANO1 block inactive, KCNK9 block inactive, KCNQ1 act inactive, TRPC4 PAM inactive and KCNQ1 inh inactive.
Screening Cn1c(SCc2nc3ccccc3c(=O)[nH]2)nnc1-c1ccco1 returned Dyrk1A ADPGlo -0.8, TMEM16A act inactive, hERG rescue -12.1, KCNK3 block inactive, TRPC4 act inactive, ANO1 block inactive, KCNK9 block inactive, KCNQ1 act inactive, TRPC4 PAM inactive and KCNQ1 inh inactive.
Screening CCN(CC)c1ccc(/C=C2/C(=O)N(c3ccc([N+](=O)[O-])cc3)N=C2N2CCOCC2)cc1 returned HDAC3 inhib 0.3, hERG rescue -5.0, TRPC4 act inactive, ANO1 block inactive, KCNK9 block inactive, KCNQ1 act inactive, TRPC4 PAM inactive and KCNQ1 inh inactive.

Assay outcomes as filed in PubChem.

An excerpt. The share of hits here may be higher or lower than overall.
